Source: PubChem
PrPC TRFRET: cell surface PrPC inhibition, primary TR-FRET screen. P04156. TR-FRET read-out. inhibition, % at 13.8 µM. 0.43% of 370,000 active. AID 720596; in the data active = inhibition above about 24%; note: 0% = median of the test wells and 100% = reference compound wells
PfHsp40 rescue: restores yeast growth despite PfHsp40 toxicity; S. cerevisiae expressing PfHsp40, growth rescue, ATP luminescence; 0.68% of 340,000 active; growth rescue, % at 12.5 µM; in the data active = growth rescue above about 28%, passing the limit was not always enough; inconclusive = no clear call, values can overlap the other calls;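 note: yeast W303a lacking pdr1 and pdr3 grown in galactose medium; growth measured after three days at 30 °C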
BoNT-A LC inh2: BoNT A light chain protease inhibition; multiplex microsphere protease substrate cleavage, flow cytometry; inhibition, % at 10 µM; 0.17% of 360,000 active; note: plate controls were buffer without enzyme for full effect and enzyme alone for no effect
3CLpro inhibitor: SARS-CoV 3CLpro protease inhibition. P0C6X7. recombinant SARS-CoV 3CLpro, quenched FRET peptide cleavage. inhibition, % at 6 µM. 0.14% of 290,000 active; in the data active = inhibition above about 12%
BH1578 lux ind: quorum light induction in luxS cqsA deficient V. cholerae | 0.16% of 350,000 active | activation, % at 18.7 µM | AID 588436 | V. cholerae BH1578 lux reporter, luminescence, 6 h; in the data active = activation mostly above about 9.7%, no sharp cut-off; inconclusive = no clear call, values can overlap the other calls; inactive = mostly below about 3.7%; note: not every result past the cut was called active; inactives centre near 0; reference of the scale not given here
Yp Topo-I inh: Y. pestis Topo-I inhibition via cleavage products; Y. pestis Topo-I cleavage product accumulation, plate reader; activity, % at 10 µM; 0.064% of 360,000 active; in the data active = activity above about 50%, passing the limit was not always enough; inconclusive = no clear call, values can overlap the other calls; note: inactives centre near 2
TcdB GH inh: TcdB glycohydrolase inhibition | P18177 | TcdB glycohydrolase enzymatic assay, plate reader | inhibition, % at 9.99 µM | 0.24% of 350,000 active | AID 652162; in the data active = inhibition above about 10%
PriA SSB inh: K. pneumoniae PriA-SSBct interaction inhibition. AlphaScreen SSBct-PriA binding, biotinylated peptide. inhibition, % at 33 µM. 0.6% of 430,000 active; in the data active = inhibition mostly above about 37%, no sharp cut-off; inactive = mostly below about 20%;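 note: plate controls were negative control peptide for no effect and reference peptide for full effect; strong numbers were not always called active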
Anthrax LF prot: inhibitors of Bacillus anthracis lethal factor protease; multiplex microsphere protease cleavage assay, LF; inhibition, % at 10 µM; 0.12% of 360,000 active; AID 588501; note: plate controls were buffer without enzyme for full effect and enzyme alone for no effect
Target sequence (P15917 whole entry, looked up): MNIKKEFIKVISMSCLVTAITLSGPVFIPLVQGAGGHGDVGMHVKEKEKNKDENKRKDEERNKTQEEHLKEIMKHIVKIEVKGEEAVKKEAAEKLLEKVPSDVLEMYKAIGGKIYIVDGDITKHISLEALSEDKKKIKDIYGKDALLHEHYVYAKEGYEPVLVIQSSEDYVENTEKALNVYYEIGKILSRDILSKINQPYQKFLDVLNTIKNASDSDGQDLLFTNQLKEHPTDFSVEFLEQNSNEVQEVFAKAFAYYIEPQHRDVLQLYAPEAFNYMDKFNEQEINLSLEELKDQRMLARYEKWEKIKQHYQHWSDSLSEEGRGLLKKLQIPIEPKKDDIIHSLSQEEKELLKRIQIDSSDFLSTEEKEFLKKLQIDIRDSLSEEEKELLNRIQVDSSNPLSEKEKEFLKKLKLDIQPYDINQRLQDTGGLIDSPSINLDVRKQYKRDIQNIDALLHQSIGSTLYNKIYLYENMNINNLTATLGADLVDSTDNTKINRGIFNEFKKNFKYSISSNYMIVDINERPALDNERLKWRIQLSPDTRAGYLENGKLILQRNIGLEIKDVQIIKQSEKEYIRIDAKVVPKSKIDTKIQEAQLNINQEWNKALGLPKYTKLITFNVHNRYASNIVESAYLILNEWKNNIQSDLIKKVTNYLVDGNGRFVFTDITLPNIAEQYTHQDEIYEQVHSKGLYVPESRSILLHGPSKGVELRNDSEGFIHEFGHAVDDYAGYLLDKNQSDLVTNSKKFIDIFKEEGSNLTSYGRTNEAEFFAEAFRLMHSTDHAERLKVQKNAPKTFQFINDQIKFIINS
Starred values were filed as active, the others as inactive; i = inactive; u = inconclusive; x = no result given. Cut-off read from the data, not from the text of the source, unless noted: active = inhibition above about 30%; inconclusive = no clear call, values can overlap the other calls; inactive = below that. A portion of the library; rates above refer to the full screens.

no.	smiles	PfHsp40 rescue	Yp Topo-I inh	TcdB GH inh	BoNT-A LC inh2	PriA SSB inh	3CLpro inhibitor	BH1578 lux ind	PrPC TRFRET	Anthrax LF prot
1	COc1ccc(NC(=O)CN2C(=O)NC3(CC(C)CC(C)(C)C3)C2=O)cc1S(=O)(=O)N1CCCCC1 (stereo unspecified)	2.8	15	0.9	1.9	-3	x	-2.9	0	0
2	CC(=O)NC(Cc1ccccc1)C(=O)NC(Cc1ccccc1)C(=O)O (stereo unspecified)	-0.2	-3	2.8	-14	2	1	-0.5	6	-3
3	Fc1ccccc1C(c1nnnn1C1CCCC1)N1CCN(Cc2ccccc2)CC1 (stereo unspecified)	0.5	3	x	0.7	-9	3	10	5	5
4	COc1cc(OC)c2ccc(=O)oc2c1C(CC(=O)N1CCCC1)c1ccc(N(C)C)cc1 (stereo unspecified)	1.0	24	-2.5	-0.2	16	x	-0.6	-2	1
5	O=C(NCC(=O)N1CCN(c2ccccc2)CC1)c1ccco1	-0.2	8	0.8	0.2	-17	1	i	2	2
6	CNC(=O)c1cc2cc(OC)ccc2oc1=O	2.8	3	-1.7	4.4	-10	-1	2.7	x	0
7	O=C(NCc1cccs1)C1CCN(C(=O)NCc2ccccc2)CC1	-2.0	3	x	0.2	0	0	-17	10	1
8	Cc1ccnc(-n2c(C)cc(C=O)c2C)c1	-0.6	-4	-0.6	0.0	5	-1	i	11	0
9	Cc1ccnc(NC(=O)Nc2ccc3c(c2)OCO3)c1	-0.3	0	0.1	-1.2	9	2	0.5	5	-1
10	CC(C)(C)c1ccc(C(=O)NC(=O)COC(=O)c2ccc(Br)o2)cc1	-0.5	6	-9.2	-0.6	-13	x	i	9	0
11	O=[N+]([O-])c1ccc2c(c1)nc1n2CCN(CC2CCCO2)C1 (stereo unspecified)	0.4	1	1.7	-0.3	-3	1	-0.3	-14	-4
12	O=C(Nc1ccc(N2CCOCC2)nc1)c1ccccc1Cl	0.0	7	0.4	-0.7	-4	4	-0.4	9	-6

Reprinted: compounds 1–2
no.	smiles	PfHsp40 rescue	Yp Topo-I inh	TcdB GH inh	BoNT-A LC inh2	PriA SSB inh	3CLpro inhibitor	BH1578 lux ind	PrPC TRFRET	Anthrax LF prot
1	COc1ccc(NC(=O)CN2C(=O)NC3(CC(C)CC(C)(C)C3)C2=O)cc1S(=O)(=O)N1CCCCC1 (stereo unspecified)	2.8	15	0.9	1.9	-3	x	-2.9	0	0
2	CC(=O)NC(Cc1ccccc1)C(=O)NC(Cc1ccccc1)C(=O)O (stereo unspecified)	-0.2	-3	2.8	-14	2	1	-0.5	6	-3

The main list resumes; the four compounds before the break are reprinted first.
no.	smiles	PfHsp40 rescue	Yp Topo-I inh	TcdB GH inh	BoNT-A LC inh2	PriA SSB inh	3CLpro inhibitor	BH1578 lux ind	PrPC TRFRET	Anthrax LF prot
9	Cc1ccnc(NC(=O)Nc2ccc3c(c2)OCO3)c1	-0.3	0	0.1	-1.2	9	2	0.5	5	-1
10	CC(C)(C)c1ccc(C(=O)NC(=O)COC(=O)c2ccc(Br)o2)cc1	-0.5	6	-9.2	-0.6	-13	x	i	9	0
11	O=[N+]([O-])c1ccc2c(c1)nc1n2CCN(CC2CCCO2)C1 (stereo unspecified)	0.4	1	1.7	-0.3	-3	1	-0.3	-14	-4
12	O=C(Nc1ccc(N2CCOCC2)nc1)c1ccccc1Cl	0.0	7	0.4	-0.7	-4	4	-0.4	9	-6
13	COc1ccc(/C=C/C(=O)N2CCN(S(=O)(=O)c3ccccc3Br)CC2)cc1OC	3.2	12	-1.5	-0.3	-10	x	i	-8	-5
14	COc1ccc(Nc2cc(Cl)nc(N)n2)cc1OC	-0.1	-5	2.3	-0.4	-3	2	0.5	-4	-12
15	CS(=O)(=O)N(Cc1ccc(Cl)cc1)c1ccc(C(=O)NCC2CCCO2)cc1 (stereo unspecified)	0.0	6	0.3	-0.3	-2	1	-1.8	-3	-1
16	COc1cccc(CNC(=O)CNC(=O)N2CC(=O)Nc3ccccc32)c1	-0.9	-5	-5.3	0.9	8	0	-0.3	-5	0
17	COc1ccccc1C(=O)NCC(=O)N1CCN(C/C=C/c2ccccc2)CC1	-2.1	26	0.5	1.4	-17	x	-2.9	-11	-3
18	Cc1ccc(C(=O)OCC(=O)Nc2ccc(F)c(Cl)c2)o1	-0.9	5	2.4	0.1	-28	x	i	5	-7
19	CCCCN(CCCC)CCNC(=O)CNC(=O)c1cccs1	2.0	-8	x	4.2	-7	2	-0.2	13	-10
20	CCn1c(N2CCN(S(=O)(=O)c3ccc(Cl)cc3)CC2)nc2ccccc21	1.8	20	x	-5.4	0	4	1.7	8	-15
21	CC(C)(C)c1ccc(Oc2ccc(NC(=O)c3cccs3)cn2)cc1	-1.1	-4	1.7	-1.1	-6	-4	-0.3	3	-9
22	CC(C)OC(=O)/C(=C/c1ccc2c(c1)c1ccccc1n2C)NC(=O)c1ccccc1	1.6	-3	x	0.4	1	4	-0.7	-5	-11
23	CC(Sc1nnc2ccccn12)C(=O)Nc1ccc2c(c1)OCO2 (stereo unspecified)	19	-4	0.9	0.1	7	10	i	2	3
24	CCS(=O)(=O)N1CCC(C(=O)Oc2ccccc2)CC1	-0.4	-16	-0.6	1.4	-2	-1	-0.8	-2	-2
25	CC(C)(C)NC(=O)C(c1cccnc1)N(C(=O)c1csnn1)c1ccccc1 (stereo unspecified)	1.1	-1	1.0	-1.8	-4	-1	-0.3	2	-4
26	CCOC(=O)c1sc(NC(=O)Nc2ccccc2Cl)cc1C	-1.4	-30	x	0.4	-5	2	-0.2	14	-3
27	CCOC(=O)Cn1cnc2c(C#N)c3n(c2c1=O)CCCCC3	0.4	4	x	0.5	-10	-6	-0.5	-8	-7
28	CC(C)Cc1ccc(S(=O)(=O)Nc2ccc3[nH]c(=O)[nH]c3c2)cc1	1.9	-3	1.0	-3.1	-5	-4	i	10	-16
29	CCOC(=O)N1CCN(c2c(NCC3CCN(Cc4cccc(C)c4)CC3)c(=O)c2=O)CC1	-0.5	1	-0.4	-0.9	-7	1	-0.3	2	-9
30	O=C(Oc1cccc2ccccc12)c1ccncc1	-0.9	7	x	1.7	-18	-1	i	-8	-4
31	O=C1NC2(C=Cc3c(ccc4ccccc34)O2)Oc2ccccc21 (stereo unspecified)	0.4	12	x	0.4	-14	4	-2.9	x	-4
32	COC(=O)c1ccc(CNC(=O)Cn2nnnc2CN(C)C(C)C)cc1	-1.1	4	1.3	x	1	1	-0.8	2	x
33	O=C(O)/C=C/C(=O)Nc1ccccc1C(=O)OCC(=O)c1ccc2c(c1)OCCO2	0.3	4	1.0	-0.8	2	3	i	16	-2
34	CC(C)C[C@H](NC(=O)C1CCN(C(=O)[C@H](Cc2ccccc2)NC(=O)OC(C)(C)C)CC1)C(=O)O	-0.7	7	0.1	1.6	-12	-1	1.7	-3	8
35	Cc1cc(O)c(CN(C)C)c2c1C(=O)/C(=C/c1ccco1)O2	1.3	-6	-0.1	0.8	0	-5	i	-4	-1
36	O=C(COc1coc(CN2CCc3ccccc32)cc1=O)Nc1ccc([N+](=O)[O-])cc1	0.1	4	-1.7	-1.9	-3	x	-4.0	3	-1

Single entries from the entries so far.
In Yp Topo-I inh, O=C1NC2(C=Cc3c(ccc4ccccc34)O2)Oc2ccccc21 (stereo unspecified) has 12
In 3CLpro inhibitor, O=C(O)/C=C/C(=O)Nc1ccccc1C(=O)OCC(=O)c1ccc2c(c1)OCCO2 has 3

Carrying on.
no.	smiles	PfHsp40 rescue	Yp Topo-I inh	TcdB GH inh	BoNT-A LC inh2	PriA SSB inh	3CLpro inhibitor	BH1578 lux ind	PrPC TRFRET	Anthrax LF prot
37	CCc1nc(CNC(=O)C2CCC(=O)N(Cc3ccccc3F)C2)no1 (stereo unspecified)	-0.8	1	0.5	1.1	-15	-6	-0.4	-1	3
38	O=C(Cc1csc(-c2ccccc2)n1)Nc1ccc(C(F)(F)F)cc1	0.5	-4	x	-1.5	-6	3	-0.4	1	-4
39	COc1cc(NC(=O)COC(=O)CSc2ccc3ccccc3c2)c(C)cc1[N+](=O)[O-]	-0.4	9	x	-1.1	4	4	-0.2	3	4
40	Cc1cc(-c2ccc(C)c(S(=O)(=O)NCC3CCN(Cc4ccc(F)cc4)CC3)c2)on1	0.6	3	0.9	1.2	14	-3	-1.7	-9	-7
41	COCc1ccc(C(=O)NC2CC(C)(C)Cc3c2cnn3-c2ccc(C)cc2)o1 (stereo unspecified)	-1.5	26	0.6	x	-15	6	i	0	x
42	O=C(CCN1C(=O)/C(=C/c2ccc(Cl)cc2)SC1=S)NC1C=CS(=O)(=O)C1 (stereo unspecified)	-0.8	-5	-1.6	0.7	5	1	-0.3	-10	2
43	COc1ccccc1Nc1nnc(SC(C)C(=O)NC2CC2)s1 (stereo unspecified)	-0.2	-4	0.9	-0.8	-13	x	-3.7	3	-3
44	CCCCCCc1nnc(NC(=O)c2ccco2)s1	-1.6	5	0.2	-0.5	-22	-3	-0.3	5	-6
45	CCOc1cccc(OCCOCCN(C)C)c1	-1.1	6	x	0.3	-3	0	-3.7	-1	-2
46	O=C(O)[C@H]1CCCN1S(=O)(=O)c1cccc2cccnc12	-1.2	-8	0.2	-0.3	1	x	i	-4	-5
47	CC(=O)Nc1ccc(C2(c3ccc(NC(C)=O)cc3)NC(=O)c3ccccc32)cc1	0.1	-6	-2.4	-6.8	-13	3	-0.4	1	-9
48	CCOC(=O)c1c(-c2ccc(C)cc2)csc1NC1=NS(=O)(=O)c2ccccc21	-0.9	2	1.6	0.1	-3	3	1.6	-3	0
49	COc1ccccc1NC(=O)Cn1cnc2sc(C)c(S(=O)(=O)N3CCCCC3)c2c1=O	2.0	19	x	-0.1	1	-2	-0.2	-8	2
50	CCOC(=O)C1(C)CCN1C(=O)c1ccccc1C(F)(F)F (stereo unspecified)	x	1	2.1	-0.1	x	x	i	3	-6
51	NC(=O)COC(=O)CNC(=O)c1sc2ccccc2c1Cl	1.1	2	0.8	-0.4	-23	5	i	11	-3
52	C=C(C)CN=c1scc(C)n1/N=C/c1ccco1	0.7	-10	x	1.0	x	-1	3.7	-8	-1
53	O=C(c1ccco1)N1CCn2c1nc1ccccc12	-0.8	0	x	-0.1	-25	-1	-0.4	1	-1
54	COc1ccc2oc(C(=O)Nc3ccc(N4CCOCC4)cc3)c(C)c2c1	0.4	7	2.2	-3.3	21	x	-2.0	15	u
55	C=CCN=c1scc(C)n1/N=C/c1ccc(O)c(O)c1	0.5	-4	15*	-1.2	x	2	i	-4	-3
56	COC(CN1CCc2c(C)nc3c(C#N)cnn3c21)OC	2.0	7	2.5	-0.9	-10	3	i	-4	-1
57	CCn1nccc1C(=O)Nc1ccc(Cl)c(Cl)c1	2.1	-13	x	-3.1	-19	2	-3.1	6	-5
58	COC(=O)c1ccc(NC(=O)CSc2nncn2-c2ccccn2)cc1	-1.5	0	-0.5	0.2	-2	2	-0.3	2	-4
